# SENP8 block = inhibitors of human SENP8 protease. Q96LD8. purified SENP8, Z-RLRGG-aminoluciferin cleavage, luminescence. inhibition, % at 10 µM. hit rate 1.2% among 330,000
# CCR6 antagonist = antagonists of human CCR6 receptor. P51684. CHO-K1 CCR6 PathHunter beta-arrestin, luminescence, CCL20-stimulated. inhibition, % at 20 µM. hit rate 0.49% among 340,000. AID 493098;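 active = compounds whose inhibition of the agonist-driven luminescence signal at 20 µM reaches about 50%, limit read from the data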;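 also: cells stimulated with CCL20 at 14 nM final; plate controls were DMSO with CCL20 for no effect and DMSO without agonist for full effect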
# Target sequence (P51684 whole entry, looked up): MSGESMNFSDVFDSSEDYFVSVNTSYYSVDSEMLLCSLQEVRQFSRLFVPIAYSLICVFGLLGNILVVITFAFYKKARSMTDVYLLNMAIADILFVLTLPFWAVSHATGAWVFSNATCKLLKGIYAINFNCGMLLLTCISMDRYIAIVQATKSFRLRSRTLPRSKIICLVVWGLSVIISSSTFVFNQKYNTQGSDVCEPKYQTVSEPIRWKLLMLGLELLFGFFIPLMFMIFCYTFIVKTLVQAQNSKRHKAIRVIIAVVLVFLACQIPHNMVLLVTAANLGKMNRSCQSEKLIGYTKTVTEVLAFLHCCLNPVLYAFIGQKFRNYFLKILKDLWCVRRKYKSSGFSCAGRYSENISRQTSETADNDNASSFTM
# Gli-Sufu block = blocks Gli-Sufu signaling in a luciferase reporter. Sufu-KO-LIGHT fibroblasts, Gli luciferase reporter luminescence. inhibition, % at 5 µM. hit rate 0.74% among 340,000. AID 588413;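 active = inhibition above about 55%, limit read from the data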;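 also: 0% = DMSO-treated cells and 100% = wells with medium but no cells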
# Apaf1 inhib = blocks human Apaf-1 apoptosome activity. hit rate 0.71% among 330,000. O14727. reconstituted apoptosome caspase-3 activity, DEVD-Rh110 fluorescence. inhibition, % at 20 µM; active = inhibition of at least 40% at 20 µM;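 also: plate controls were DMSO wells for no effect and DEVD-CHO caspase inhibitor wells for full effect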
#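 Material: biochemical Apaf-1 apoptosome reconstitution. Medium: Hepes buffer, pH 7.5. Also added: cytochrome c activation, bis-DEVD rhodamine 110 substrate. Timing: 30 min compound preincubation, 50 min activation, room temperature. Measured by: rhodamine 110 fluorescence at Ex 480/Em 540 nm.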
# UBC13 inh = blocks human UBC13 polyubiquitin chain formation; P61088; TR-FRET; inhibition, % at 20 µM; hit rate 0.47% among 330,000; AID 485273; in the data active = inhibition above about 45%, passing the limit was not always enough
# Target sequence (P61088 whole entry, looked up): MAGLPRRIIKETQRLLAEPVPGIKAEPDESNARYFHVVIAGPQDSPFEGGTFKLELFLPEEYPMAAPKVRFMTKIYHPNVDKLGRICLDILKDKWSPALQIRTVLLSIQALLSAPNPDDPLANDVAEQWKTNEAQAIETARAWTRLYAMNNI
# Jurkat NFkB inh = lowers PMA/ionomycin-induced NF-kB signal in Jurkat cells; PMA/ionomycin-induced NF-kB luciferase reporter, luminescence; hit rate 0.53% among 330,000; inhibition, % at 4 µM; AID 435003
# EBI2 block = EBI2 (human) antagonism. hit rate 0.81% among 360,000. AID 651636. EBI2 beta-arrestin recruitment, luminescence, 7a,25-OHC stimulated. inhibition, % at 5 µM. P32249; in the data active = inhibition above about 38%;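 also: enzyme fragment complementation signal reports receptor beta-arrestin coupling in cells; 0% = agonist plus DMSO wells and 100% = wells without agonist; some results beyond the cut were filed as inactive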
# Target sequence (P32249 whole entry, looked up, the tested form may be a part): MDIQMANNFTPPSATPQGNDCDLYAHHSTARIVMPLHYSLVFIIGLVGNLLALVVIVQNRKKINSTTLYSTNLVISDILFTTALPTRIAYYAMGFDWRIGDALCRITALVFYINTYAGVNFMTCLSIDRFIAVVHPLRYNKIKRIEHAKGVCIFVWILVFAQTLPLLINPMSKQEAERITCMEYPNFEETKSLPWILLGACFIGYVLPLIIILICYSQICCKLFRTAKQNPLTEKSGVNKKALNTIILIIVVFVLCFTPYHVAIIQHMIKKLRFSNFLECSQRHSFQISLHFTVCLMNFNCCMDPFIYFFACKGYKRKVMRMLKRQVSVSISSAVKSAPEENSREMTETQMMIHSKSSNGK
# 697 NFkB inh = lowers PMA/ionomycin-induced NF-kB signal in 697 B cells; 697 B-cell NF-kB luciferase reporter, 16 h; hit rate 0.33% among 330,000; inhibition, % at 4 µM; in the data active = inhibition above about 35%
# Active calls of the source: *; nt = no result given. Rule as the data show it, unless noted: active = inhibition above about 50%; inactive = the rest. A portion of the library; rates above refer to the full screens.
SMILES,SENP8 block,CCR6 antagonist,Gli-Sufu block,Apaf1 inhib,UBC13 inh,Jurkat NFkB inh,EBI2 block,697 NFkB inh
CCN(CC)CCNC(=O)C1(O)c2cc(Br)ccc2NC(=O)N1c1c(F)cccc1F (stereo not drawn),7.2,5.2,-1.1,-2.4,4.0,8.1,2.2,10.5
O=C(NN=C1CCC(=NNC(=O)c2ccccn2)CC1)c1ccccn1,3.4,6.5,-5.0,2.4,4.5,5.7,-6.6,8.2
COC(=O)c1ccc(Oc2nc(Nc3ccc(F)cc3)nc(N3CCCC3)n2)cc1,-12.4,-19.6,-10.6,18.2,-2.9,-7.5,-8.5,-2.6
CCOC(=O)C1(Cc2cccc(F)c2)CCN(Cc2ccc(COC)o2)CC1,-0.8,7.3,9.5,3.2,14.8,-3.6,2.1,-9.0
O=C(O)c1ccccc1P(=O)(c1ccccc1)c1ccccc1,-0.5,5.3,8.2,-5.3,-3.3,7.5,-4.0,8.9
CC(=O)c1ccc(NC(=O)COC(=O)Cn2cnc3ccccc32)cc1,3.5,-1.0,-5.8,-3.4,0.7,2.6,-4.3,-0.2
Cc1cc(Br)ccc1NC(=O)C1CSC2(C)CCC(=O)N12 (stereo not drawn),5.8,-1.1,-10.7,-0.1,0.0,2.1,-10.3,10.4
COc1ccccc1NC(=O)CN1C(=O)C2(OCCCO2)c2ccccc21,-7.8,0.3,12.0,-7.9,-3.0,3.7,0.0,-6.8
CC(=O)c1ccc(NC(=O)C[n+]2ccc(N(C)C)cc2)cc1,-2.2,-2.9,5.7,-12.3,10.8,6.2,-1.1,-16.6
CCS(=O)(=O)N1CCN(c2cccc(C)c2C)CC1,-3.6,11.2,8.5,-0.5,-6.9,12.5,-17.6,-7.4
O=C(CCc1nnc2ccc(NCc3ccccc3)nn12)NC1CCCCC1,-5.4,5.5,-0.8,0.9,-5.3,1.3,5.8,-11.4
C=CCn1c(SCC(=O)Nc2ccc(F)cc2)nnc1-c1cnccn1,-1.1,10.7,-51.0,2.0,-3.5,-3.8,1.0,-4.3
O=C(NCC1CCCO1)c1cc(C(=O)C2CCCCC2)c[nH]1 (stereo not drawn),-0.8,8.2,3.3,-1.8,-0.6,-7.2,-11.8,-24.0
COC(=O)COc1ccc(S(=O)(=O)NCc2ccccn2)cc1,-6.5,-5.5,0.3,-8.0,2.3,-6.9,-9.8,9.3
CC(=O)NCCC(=O)Nc1ccc(C)c(F)c1,0.2,9.1,3.5,0.4,2.0,-2.2,0.6,3.9
O=C(COC(=O)c1cc(S(=O)(=O)N2CCOCC2)ccc1O)Nc1ccc2c(c1)OCO2,4.0,9.0,-3.0,-8.9,10.3,17.5,-13.9,12.9
COc1cccc(C(c2sc3nc(C)nn3c2O)N2CCC3(CC2)OCCO3)c1 (stereo not drawn),-3.7,-5.7,-2.6,-0.6,2.7,1.9,1.8,14.8
CC1=C(C)CC(C(=O)NNC(=O)c2ccccc2)C(C(=O)O)C1 (stereo not drawn),-5.4,-1.4,5.6,-1.6,1.8,-1.8,3.8,-3.2
CNC[C@H](Cc1cccc2ccccc12)NC[C@H](CCSC)NCC1CCC(C(C)(C)C)CC1 (stereo partly drawn),-7.1,nt,nt,64.7*,85.8*,-0.1,nt,7.1
COc1ccc(-n2c(C)cc(/C=C3\C(=N)N4N=C(CC(=O)N5CCOCC5)SC4=NC3=O)c2C)cc1,-9.4,13.1,9.4,16.3,-20.6,-6.0,5.5,-27.4
COc1ccc(NC2=C(NCCO)C(=O)c3ccccc3C2=O)cc1,29.2,17.4,-9.4,69.6*,-41.0,-13.3,-13.7,-7.7
O=C(CNC(=O)C1CCCCC1)OCC(=O)c1ccc(Cl)s1,4.9,1.3,-4.0,-5.7,1.7,5.9,-4.6,5.8
CCOC(=O)N1CCN(C(=O)COc2ccc([N+](=O)[O-])cc2)CC1,-2.7,14.2,-5.1,2.2,-2.2,-12.5,27.6,-1.6
Cc1cccc(NC(=O)CSCC(=O)Nc2ccc(S(=O)(=O)N3CCCCC3)cc2)c1,1.1,6.1,-1.6,13.9,29.1,0.8,5.4,11.0
CCCn1c(SCC(=O)Nc2cccc(C)n2)nnc1-c1ccco1,-9.9,12.9,1.0,4.6,-11.2,-3.2,-9.4,-12.3
CCn1cc(CN2CCC(n3nccc3NC(=O)c3ccc4c(c3)OCO4)CC2)c(C)n1,-3.1,-9.2,2.1,-1.3,4.0,9.1,5.8,20.8
Cc1ccc(-c2nc(N)sc2CC(=O)OCC(=O)NCC2CCCO2)cc1 (stereo not drawn),-2.3,2.8,-6.3,-4.8,8.7,0.2,-12.3,2.4
COc1cccc(Cn2cnc3c(NS(=O)(=O)c4cc(Cl)ccc4Cl)c(C)c(C)cc32)c1,1.1,-3.7,-1.7,21.9,-2.8,-2.3,-0.6,-16.4
CCC(CC)c1nc(NCCC(=O)O)c2ccccc2n1,1.3,9.8,7.6,-16.2,-5.3,-10.6,-10.2,0.3
CC1CCCCC1NC(=O)c1ccncc1 (stereo not drawn),3.1,8.9,-9.8,6.6,4.0,-0.9,-12.5,10.0
Oc1ccc(Cl)cc1C1=NNC(c2cc(Br)cc3c2OCOC3)C1 (stereo not drawn),-1.4,18.5,20.6,10.5,-4.5,18.2,17.6,7.9
CCOc1ccccc1C(=O)Nc1ccc(-n2nncc2C(C)(C)C)cc1,10.4,14.8,2.5,5.3,-1.1,0.5,2.5,1.4
O=C(Nc1ccc2c(c1)OCO2)c1cnc(Cl)c(Cl)c1,44.9,13.6,-9.4,9.6,-3.5,-86.2,-2.6,-28.9
COc1ccc(CC(=O)O/N=C(\N)c2ccc(OC)cc2)cc1,-8.5,-10.2,-12.4,-10.2,10.4,-19.5,10.7,-30.8
CCOc1ccc(CCNC(=O)COC(=O)COc2ccccc2C)cc1OCC,-1.7,7.1,-6.2,7.7,-4.7,13.6,-1.4,7.4
COc1ccc(CCNC(=O)C2CCN(C(=O)c3ccc(Br)cc3)CC2)cc1OC,-4.4,-2.6,12.4,1.7,2.1,-3.2,16.1,7.4
O=c1[nH]c2ccc(Cl)cc2c(-c2ccccc2)c1N1CCN(CCO)CC1,-11.5,-12.2,9.0,-2.7,33.4,9.6,8.1,-2.3
CCn1nccc1C(=O)Nc1ccc(C)c(C)c1,65.4*,0.7,-15.5,-10.2,-2.0,-30.6,2.7,-77.7
Cc1c(C(=O)N(Cc2ccccc2Cl)C2CCS(=O)(=O)C2)oc2ccccc12 (stereo not drawn),1.1,15.4,20.9,-5.0,5.9,2.8,10.9,6.7
CCSc1nnc(NC(=O)Cc2ccc(OC)cc2)s1,-6.6,2.6,-5.7,17.9,-4.9,-4.5,-7.6,-18.7
CCN(CC)C(=O)CSc1nc2ccccc2c(=O)n1CCC(=O)NCCc1ccc(OC)c(OC)c1,6.8,1.0,6.5,-6.9,1.7,-15.1,0.3,12.8
O=C(NCc1ccco1)NC12CC3CC(CC(C3)C1)C2,-2.8,-2.1,1.4,15.0,-1.6,-14.7,5.0,-3.6
Cc1cccc(N2CCN(Cc3nc(-c4cccc(Cl)c4)oc3C)CC2)n1,-1.3,16.9,5.5,13.6,9.0,-6.7,-9.3,-4.1
O=c1[nH]c2cccnc2n(CCNc2ncc(C(F)(F)F)cc2Cl)c1=O,-0.4,-11.3,4.5,2.3,-6.0,5.9,-2.0,-5.6
COc1ccccc1CNC(=O)[C@@H](NC(=O)C1CCN(C(=O)[C@@H]2CCCN2)CC1)C(C)C,7.5,6.8,4.3,2.8,10.5,-1.3,-9.3,12.2
O=C(/C=C/Nc1ccccc1C(F)(F)F)c1ccco1,54.1*,12.3,-97.1,6.5,0.6,-131.5,-27.4,-135.4
CC(C)n1c(SCc2ccccc2F)nc2c1c(=O)n(C)c(=O)n2C,-5.3,10.6,6.8,2.2,8.4,11.1,-1.9,-49.9
O=c1c2cc(NC(=S)NCc3cccnc3)ccc2nc2n1CCCCC2,-10.6,7.1,-2.7,-1.0,-0.3,-13.4,1.7,-17.2
N#CC1=C(N)OC2=C(C(=O)CCC2)C1c1ccoc1 (stereo not drawn),0.1,-0.3,11.0,-1.1,1.9,-7.8,-5.6,11.5
CN1CCN(C(=O)c2ccccc2-c2ccccc2C(=O)O)CC1,-11.1,4.7,-5.4,-13.4,-2.7,-4.8,-4.9,10.1

# Next records
SMILES,SENP8 block,CCR6 antagonist,Gli-Sufu block,Apaf1 inhib,UBC13 inh,Jurkat NFkB inh,EBI2 block,697 NFkB inh
Cc1ccnn1CC(=O)N/N=C/c1ccco1,-5.5,2.3,-0.2,-1.8,-7.3,10.6,-1.3,8.3
Cc1c(C(=O)NC(=S)Nc2ccc3c4c(cccc24)CC3)cccc1[N+](=O)[O-],-8.5,67.3*,3.1,7.6,-35.7,-8.8,18.1,-22.2
Cc1ccc(CC2SC(N)=NC2=O)cc1 (stereo not drawn),-4.0,5.0,-0.8,-3.6,-5.8,-14.3,-0.8,7.8
CCOC(=O)c1cc2occc2n1CC(=O)N1CCOCC1,-10.5,-11.2,-1.0,-8.1,-5.5,-2.8,-1.5,-5.5
Clc1ccc(CSc2cc3c(nn2)-c2ccccc2CC3)cc1Cl,-1.6,14.3,-0.2,9.4,1.4,5.9,7.2,7.3
CCCn1nnnc1NCc1ccc(N(C)C)cc1,-7.0,-2.1,-23.1,-12.2,-1.4,8.8,-5.0,0.8
Cc1cc(OCc2nc3ccccc3s2)ccc1N,53.7*,2.0,-63.5,2.0,2.8,-109.2,-0.7,-120.2
CCCCOC(=O)c1ccc(NC(=O)CSC2=Nc3ccccc3C3CC=NN23)cc1 (stereo not drawn),0.2,15.3,15.8,16.5,-2.4,-4.0,58.5*,-27.4
CCC(c1nnnn1C1CCCC1)N(Cc1cccs1)Cc1cc2cccc(C)c2[nH]c1=O (stereo not drawn),-7.0,4.5,2.1,25.2,-0.7,8.8,5.8,7.8
O=S(=O)(Cc1noc(-c2ccc(OC(F)(F)F)cc2)n1)c1ccc(F)cc1,-5.4,12.0,-6.2,-1.1,5.2,-0.6,2.1,-7.2
O=C(CCSc1nc(-c2ccco2)cc(C(F)(F)F)n1)N1CCN(c2ccccn2)CC1,-6.6,-10.2,-2.2,20.4,-7.4,-2.9,5.0,8.8
CCCC(=O)N1CCc2[nH]c3ccccc3c2C1,-1.8,10.1,1.2,-1.1,-4.2,13.1,4.0,0.0
Cc1cccc(OCC(=O)N/N=C\c2cccn2C)c1C,4.4,-0.8,3.0,6.2,4.7,16.7,-4.9,-5.1
CCOc1ccc(NC(=O)C2CCCN2S(=O)(=O)c2ccc3c(c2)C(C)(C)C(=O)N3C)cc1 (stereo not drawn),5.7,10.3,5.6,3.0,4.0,4.7,-4.6,6.0
Cc1ccc(C(=O)Nc2ccc3c(c2)OCO3)cc1Cl,-11.2,nt,nt,5.4,-4.3,-148.6,5.0,-69.6
COC(/C=C/Nc1ccc(Cl)cc1)=C(C#N)C#N,5.4,2.9,-10.2,6.3,5.3,7.4,-10.5,13.9
